HCMV antiviral: qHTS Assay for inhibitors of the human cytomegalovirus (HCMV) | HFF cells, HCMV-luciferase reporter, 72 h; stronger effect = lower value | activity change, negative = inhibition, % at 57.5 µM | actives 4.5% (n = 410,000); in the data active = activity change below about -60%; inconclusive = no clear call, values can overlap the other calls; inactive = above about -39%
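Inhibition of viral replication was scored as loss of reporter luminescence in HFFs infected with HCMV-luciferase (MOI 1 PFU/cell) for 72 h; compounds tested at 2 doses, normalized to buffer and Salinomycin controls.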
HCV inhibitor: qHTS Assay for Inhibitors of Hepatitis C Virus (HCV). Huh7.5.1 HCVcc-Cre infection, luciferase reporter, 44 h. actives 3.4% (n = 340,000). Potency, µM (titrated, usually from 41.8 µM), inactives show at the top dose activity change, negative = inhibition, hits mostly inhibitors; note: potency is the fitted concentration of half-maximal effect
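Infectious HCVcc-Cre (~0.5 moi) was added to cells just after compound, with cells seeded 4 h earlier at 1,000 per well. Luciferase activity after 44 h culture reported infection; substrate was incubated 15 min at room temperature before reading.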
Sm TGR inh: qHTS Assay for the Inhibitors of Schistosoma Mansoni Peroxiredoxins; Schistosoma mansoni thioredoxin glutathione reductase (TGR), Q962Y6; purified TGR, DTNB reduction, TNB absorbance 405 nm; Potency, µM (top dose mostly 114 µM), without a hit: at the top dose activity change, negative = inhibition, most hits filed as inhibitors; actives 3% (n = 360,000); AID 485364, 2010; note: potency is the fitted concentration of half-maximal effect; nearly all actives have a fitted effect of over 60% in size
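TGR 20 nM + NADPH 100 uM (dispensed conc.), cpd preinc 15 min RT; start with NADPH (500 uM addition) then DTNB (15 mM addition). Kinetic TNB absorbance, 405 nm filter. Four-parameter Hill fit across titration.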
AMA1-RON2 inh: qHTS for Inhibitors of AMA1-RON; Towards Development of Antimalarial Drug Lead: Primary Screen. AID 720542, 2013. Plasmodium falciparum AMA1 (3D7) - RON2 peptide interaction. Potency, µM (series often up to 58.2 µM), without a hit: at the top dose activity change, negative = inhibition, usual class: inhibitors. AlphaScreen AMA1-biotinylated RON2 peptide binding. actives 0.2% (n = 360,000);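 note: potency is the fitted concentration of half-maximal effect; 0% = vehicle wells and -100% = peptide control; nearly all actives have a fitted effect of over 45% in size; some results filed as inactive show a strong effect at the top dose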
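AMA1 (3D7) with his tag at 25 nM final met compounds first, then biotinylated RON2 peptide at 25 nM; detection used donor plus acceptor beads, 10 µg/mL apiece, read by AlphaScreen after 30 min at room temperature.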
FBPA Giardia inh: qHTS Assay for Inhibitors of Fructose-1,6-bisphosphate Aldolase from Giardia Lamblia; purified Giardia FBPA; actives 0.71% (n = 290,000); AID 2451, 2010; A8B2U2; Potency, µM (titrated, usually from 59.6 µM), for inactives: top-dose activity, negative = inhibition, hits mostly inhibitors; note: potency is the fitted concentration of half-maximal effect; nearly all actives have a fitted effect of over 55% in size
Target sequence (A8B2U2 whole entry, looked up): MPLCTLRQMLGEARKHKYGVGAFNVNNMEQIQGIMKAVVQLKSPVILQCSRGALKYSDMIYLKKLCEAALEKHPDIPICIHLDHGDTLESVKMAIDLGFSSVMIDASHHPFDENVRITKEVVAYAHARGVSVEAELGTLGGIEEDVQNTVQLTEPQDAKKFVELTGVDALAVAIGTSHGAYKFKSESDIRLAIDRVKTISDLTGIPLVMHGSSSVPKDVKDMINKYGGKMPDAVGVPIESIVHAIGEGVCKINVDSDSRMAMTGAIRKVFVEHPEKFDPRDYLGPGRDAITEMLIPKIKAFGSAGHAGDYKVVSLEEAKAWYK
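Giardia FBPA (40 nM reagent) was preincubated 10 min at RT with compound (up to 57.5 uM final), then substrate plus GAPDH/TPI/NAD/arsenate coupling system with diaphorase/resazurin was added; resorufin fluorescence (525/598 nm) was read after 20 min.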
AmpC detergent: qHTS Inhibitors of AmpC Beta-Lactamase (assay with detergent). P00811. Potency, µM (titrated, usually from 114 µM), inactives show at the highest dose activity change, negative = inhibition, actives largely listed as inhibitors. actives 0.041% (n = 370,000). AmpC hydrolysis of nitrocefin, absorbance 480 nm, 0.01% Triton. AID 485294, 2010;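 note: potency is the fitted concentration of half-maximal effect; 0% = no-compound wells and -100% = no-enzyme wells; nearly all actives have a fitted effect of over 25% in size; some results filed as inactive show a strong effect at the top dose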
Target sequence (P00811 whole entry, looked up): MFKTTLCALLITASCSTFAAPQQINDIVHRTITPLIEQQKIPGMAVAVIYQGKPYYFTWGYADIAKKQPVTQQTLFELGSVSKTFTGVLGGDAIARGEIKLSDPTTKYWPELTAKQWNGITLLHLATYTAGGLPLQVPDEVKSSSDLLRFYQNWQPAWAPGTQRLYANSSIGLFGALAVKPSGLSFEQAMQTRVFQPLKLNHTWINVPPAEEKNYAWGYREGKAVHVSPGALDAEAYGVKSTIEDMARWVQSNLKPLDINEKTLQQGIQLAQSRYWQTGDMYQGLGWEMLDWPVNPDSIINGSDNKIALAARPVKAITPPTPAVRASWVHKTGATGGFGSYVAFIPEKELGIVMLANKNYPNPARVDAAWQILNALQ
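20 mM phosphate pH 7.0 + 0.01% (detergent screen) or 0.0001% Triton X-100; 5.3 nM AmpC reagent; cpd preinc 15 min RT; nitrocefin (800 uM stock) to start; A480 q20 s × 4 min; Activity was normalised to no-enzyme and no-compound control wells.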
* hit, by the source's call; ? = inconclusive; . = not tested or not shown; + = active, no number; & = joins results of further samples; [ ] = remark or other dose. Unless noted, calls come from the whole dose curve; as a rule, active = well fitted curve in the direction sought with a large enough effect; inconclusive = small, poorly fitted or top-dose-only effect, or another doubt; inactive = no such curve, though single readings can be large; an effect the other way counts as inactive or inconclusive. Unless noted, % is set by controls: 0 for no effect and ±100 for the full control effect.

| Molecule | HCMV antiviral | HCV inhibitor | Sm TGR inh | AMA1-RON2 inh | FBPA Giardia inh | AmpC detergent |
| --- | --- | --- | --- | --- | --- | --- |
| C=CCC[C@H](Cc1ccc(F)cc1)C(=O)OC[C@@H](Cc1c[nH]c2ccccc12)NC(=O)[C@H](CC=C)CC(=O)N(CCO)Cc1ccccc1 | 38.9 | ? | . | -16.3% | . | . |
| Cc1ccc(C(=O)Nc2ccc(C)c(S(=O)(=O)Nc3ccccc3Cl)c2)s1 | ? | 10µM* | -2.8% | -8.6% | -1.2% | 1.6% |
| CCCC(c1nnnn1CC(=O)OCC)N(Cc1cc2ccc(C)cc2[nH]c1=O)C1CCCC1 (configuration not stated) | -0.5 | 2.0% | 1.8% | -5.3% | -9.6% | -11.7% |
| COc1cccc(-c2csc3nc[nH]c(=O)c23)c1 | 52.4 | 7.3% | 3.9% | -2.8% | -4.3% | 2.6% |
| CCOC(=O)C1CCCCN1Cc1cn(C)nc1-c1ccccc1F (configuration not stated) | -24.7 | 9.5% | ? | 7.6% | -0.4% | 7.0% |
| O=C(CCl)Nc1sccc1C(=O)c1ccccc1 | -14.2 | 1.9% | . | 9.4% | . | . |
| CCOC(=O)c1c(C)n(-c2ccccc2)c2ccc(OC(=O)COc3ccccc3)cc12 | 15.0 | . | 16.8% | . | . | 19.5% |
| Cc1c(C(=O)Nc2ccc(Br)cc2F)oc2ccc(S(=O)(=O)N3CCC4(CC3)OCCO4)cc12 | -29.9 | . | -5.2% | . | . | 0.9% |
| Cc1ccc(C)c(OCc2cc(C(=O)N3CCc4sccc4C3)no2)c1 | 8.0 | ? | -29.0% | -9.4% | . | -7.1% |
| Cc1nn(CC(=O)Nc2ccc(N3CCOCC3)cc2)c(C)c1[N+](=O)[O-] | -6.3 | 0.6% | . | 1.5% | . | . |
| O=C(C1CCN(S(=O)(=O)c2ccccc2)CC1)N(CCc1ccccc1)Cc1ccco1 | -6.9 | ? | ? | -23.2% | 5.1% | ? |
| O=C(C(Sc1ccccc1)c1ccccc1)N1CCN(c2ccccc2)CC1 (configuration not stated) | -10.5 | 2.9% | -4.3% | ? | -0.8% | -11.8% |
| C/C(=N\Nc1nc2ccccc2[nH]1)c1ccc2c(c1)OCCO2 | -3.3 | ? | -0.8% | 0.9% | -6.7% | -5.6% |
| COc1ccc(CNCCS(=O)(=O)NCc2ccccc2)cc1 | -6.6 | 7.0% | . | 1.3% | . | . |
| CCN(CC)S(=O)(=O)c1ccc(C(=O)NCc2n[nH]c(=S)n2-c2ccccc2OC)cc1 | 12.4 | ? | 2.1% | -13.3% | -9.5% | ? |
| C[C@H](CCC(=O)NCC(=O)O)[C@H]1CC[C@H]2[C@@H]3[C@H](O)C[C@@H]4C[C@H](O)CC[C@]4(C)[C@H]3C[C@H](O)[C@]12C | 19.8&30.2&-6.6 | 31.9%&7.4%&29.6%[activator] | -5.8%&1.8%&1.3% | 0.0%&11.8%&13.1% | 21.2% | ? |

Another view of part of the listing above.
Order of results – HCMV antiviral | HCV inhibitor | Sm TGR inh | AMA1-RON2 inh | FBPA Giardia inh | AmpC detergent
O=C(CCl)Nc1sccc1C(=O)c1ccccc1
    -14.2 | 1.9% | . | 9.4% | . | .
CCOC(=O)c1c(C)n(-c2ccccc2)c2ccc(OC(=O)COc3ccccc3)cc12
    15.0 | . | 16.8% | . | . | 19.5%

Next structures
| Molecule | HCMV antiviral | HCV inhibitor | Sm TGR inh | AMA1-RON2 inh | FBPA Giardia inh | AmpC detergent |
| --- | --- | --- | --- | --- | --- | --- |
| Cc1ccc(-n2c(-c3ccccc3)c[n+]3c2CCc2ccccc2-3)c(C)c1 | -96.9* | ? | 2.7% | 4.4% | 10.8% | 8.3% |
| O=C(NNC(=O)c1n[nH]c2ccccc12)c1ccccc1 | -9.3 | -13.0% | 7.8% | 92.2%[activator] | . | 0.1% |
| Cn1cccc1C(=O)NNC(=O)COc1ccc(Br)cc1 | -5.1 | 8.3% | 5.1% | 4.8% | . | -4.7% |
| Nc1ccc(C(=O)N(CCO)CCO)cc1 | -32.8 | 29.0% | . | 7.1% | -0.1% | -12.2% |
| Cc1ccc(S(=O)(=O)CCC(=O)Nc2ccc(Br)cc2C)cc1 | + | . | -13.8% | . | . | 0.4% |
| CC(=O)c1cccc(NC(=O)c2oc(=O)c3ccccc3c2-c2ccccc2)c1 | -0.9 | . | 7.2% | . | . | -7.5% |
| Cc1ccc(-c2cc(C(=O)N3CCN(C(=O)c4ccco4)CC3)[nH]n2)cc1C | -25.2 | 6.6% | -7.3% | 36.8%[activator] | 14.6% | -5.7% |
| CC1CCCC(CC(N)=O)CC1 (configuration not stated) | 5.2 | 10.9% | . | 24.2% | . | . |

Arranged by number of heavy atoms (highest first): part of the list above
| Molecule | HCMV antiviral | HCV inhibitor | Sm TGR inh | AMA1-RON2 inh | FBPA Giardia inh | AmpC detergent |
| --- | --- | --- | --- | --- | --- | --- |
| CC(=O)c1cccc(NC(=O)c2oc(=O)c3ccccc3c2-c2ccccc2)c1 | -0.9 | . | 7.2% | . | . | -7.5% |
| Cc1ccc(-n2c(-c3ccccc3)c[n+]3c2CCc2ccccc2-3)c(C)c1 | -96.9* | ? | 2.7% | 4.4% | 10.8% | 8.3% |
| Cc1ccc(S(=O)(=O)CCC(=O)Nc2ccc(Br)cc2C)cc1 | + | . | -13.8% | . | . | 0.4% |
| O=C(NNC(=O)c1n[nH]c2ccccc12)c1ccccc1 | -9.3 | -13.0% | 7.8% | 92.2%[activator] | . | 0.1% |
| Nc1ccc(C(=O)N(CCO)CCO)cc1 | -32.8 | 29.0% | . | 7.1% | -0.1% | -12.2% |

Carrying on.
| Molecule | HCMV antiviral | HCV inhibitor | Sm TGR inh | AMA1-RON2 inh | FBPA Giardia inh | AmpC detergent |
| --- | --- | --- | --- | --- | --- | --- |
| COc1ccc(S(=O)(=O)N2CCc3ccccc32)cc1C(=O)N1CCN(C=O)CC1 | 5.7 | 8.3% | ? | -4.1% | . | -9.0% |
| O=C(NC(Cc1ccccc1)C(=O)O)c1ccc(S(=O)(=O)N2CCCC2)cc1 (configuration not stated) | 18.0 | 13.9% | -0.8% | 2.0% | 3.4% | ? |
| Cc1ccc(NC(=O)c2ccn(C(=O)Nc3ccccc3)n2)c(C)c1 | -23.5 | 1.2% | -14.9% | 4.7% | 2.6% | -5.3% |
| C/C(Cn1nc([N+](=O)[O-])cc1C)=N\NC(=O)COc1ccc(Cl)cc1Cl | -36.7 | -4.6% | -5.8% | 31.3%[activator] | -0.7% | -5.0% |
| Cc1ccc(S(=O)(=O)NC(CC(C)C)C(=O)Nc2ccncc2)cc1 (configuration not stated) | -17.0 | 5.3% | -6.2% | -21.1% | . | 0.0% |
| COc1ccc(Nc2cc(C(=O)NCc3ccco3)c3ccccc3n2)cc1 | . | -1.0% | -2.2% | . | -2.8% | -2.5% |
| COCCNC(=O)c1cc2sc3ccccc3c2s1 | 106.6 | ? | -9.3% | -2.2% | -6.4% | ? |
| O=C(c1cccc(C(=O)N2CCc3ccccc32)n1)N1CCc2ccccc21 | 18.7 | -35.2% | -0.9% | -1.7% | 0.1% | ? |
| O=C(Cn1nc(Cc2cccnc2)c2ccccc2c1=O)Nc1cc(F)ccc1F | -14.2 | -12.9% | 14.1% | 3.2% | 5.6% | -6.1% |
| Cc1cccc(C(=O)N(Cc2ccco2)Cc2ccccc2F)c1 | -38.6 | . | -0.2% | . | . | -7.9% |
| Cc1ccc(CNC(=O)c2c(-c3ccc(Br)cc3)noc2C)o1 | -28.5 | . | -6.2% | . | . | -5.5% |
| O=C(CSc1nc2ccccc2c(=O)n1-c1ccc(Cl)cc1)N/N=C/C=C/c1ccccc1[N+](=O)[O-] | ? | ? | 1.3% | 67.1%[activator] | 2.1% | -14.5% |
| NS(=O)(=O)c1ccc(NCc2cc(Cl)ccc2OCc2ccc(F)cc2)cc1 | ? | ? | -10.6% | 13.2% | -5.7% | -13.0% |
| CCN1C(=O)CC(N2CCN(c3ccc(Cl)cc3)CC2)C1=O (configuration not stated) | -18.3 | 17.9% | 0.1% | 5.8% | -1.6% | -10.6% |
| Cc1ccc(/C=N/NC(=O)CNC(=O)c2ccc(S(=O)(=O)N3CCCC3)cc2)o1 | ? | 8.0% | -22.8% | -4.7% | 4.7% | -4.3% |
